High-throughput results as filed in PubChem BioAssay.
CHT inh: inhibitors of human choline transporter CHT | Q9GZV3 | AID 488975 | CHT-expressing cells, membrane potential dye, choline response; hits give low values | hit rate 0.86% among 310,000 | B-score at 10 µM;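 active means B-score over 3 SD under the library average, and starting fluorescence ratio not unusually high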;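 further: choline stimulus applied at its EC90 after an EC20 pre-addition; B-score computed on integrated fluorescence ratio after choline addition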
Target sequence (Q9GZV3 whole entry, looked up): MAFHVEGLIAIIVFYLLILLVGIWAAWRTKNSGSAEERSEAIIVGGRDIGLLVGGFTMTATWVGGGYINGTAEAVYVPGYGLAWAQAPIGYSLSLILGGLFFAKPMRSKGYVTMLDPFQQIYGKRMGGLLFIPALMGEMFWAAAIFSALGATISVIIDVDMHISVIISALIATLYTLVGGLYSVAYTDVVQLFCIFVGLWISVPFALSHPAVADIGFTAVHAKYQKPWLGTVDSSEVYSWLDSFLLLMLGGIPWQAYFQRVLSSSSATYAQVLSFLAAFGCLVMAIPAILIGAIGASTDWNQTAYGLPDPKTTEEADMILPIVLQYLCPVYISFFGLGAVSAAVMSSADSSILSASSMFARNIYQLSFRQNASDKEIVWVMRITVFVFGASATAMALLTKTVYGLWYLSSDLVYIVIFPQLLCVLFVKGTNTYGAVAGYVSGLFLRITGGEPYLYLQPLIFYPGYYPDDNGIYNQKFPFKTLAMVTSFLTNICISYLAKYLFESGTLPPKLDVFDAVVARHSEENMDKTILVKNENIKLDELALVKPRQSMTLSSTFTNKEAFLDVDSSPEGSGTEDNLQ
CHT allo act: allosterically activates the human high affinity choline transporter. AID 488977. B-score at 10 µM. Q9GZV3. hit rate 0.49% among 310,000. CHT-expressing cells, membrane potential dye, choline EC20; hits give high values; LV-AA mutant CHT in HEK293 cells;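 active means initial fluorescence not abnormally high and integrated response B-score, plate-corrected, over 3 SD above library mean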
STK33 inh: human STK33 kinase inhibition; Q9BYT3; purified STK33, MBP phosphorylation, ADP-Glo luminescence; inhibition, % at 10 µM; hit rate 0.073% among 320,000;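 active means inhibition at or above 25%, using the most active replicate where run in duplicate; inactive means inhibition below 25%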
Target sequence (Q9BYT3 whole entry, looked up): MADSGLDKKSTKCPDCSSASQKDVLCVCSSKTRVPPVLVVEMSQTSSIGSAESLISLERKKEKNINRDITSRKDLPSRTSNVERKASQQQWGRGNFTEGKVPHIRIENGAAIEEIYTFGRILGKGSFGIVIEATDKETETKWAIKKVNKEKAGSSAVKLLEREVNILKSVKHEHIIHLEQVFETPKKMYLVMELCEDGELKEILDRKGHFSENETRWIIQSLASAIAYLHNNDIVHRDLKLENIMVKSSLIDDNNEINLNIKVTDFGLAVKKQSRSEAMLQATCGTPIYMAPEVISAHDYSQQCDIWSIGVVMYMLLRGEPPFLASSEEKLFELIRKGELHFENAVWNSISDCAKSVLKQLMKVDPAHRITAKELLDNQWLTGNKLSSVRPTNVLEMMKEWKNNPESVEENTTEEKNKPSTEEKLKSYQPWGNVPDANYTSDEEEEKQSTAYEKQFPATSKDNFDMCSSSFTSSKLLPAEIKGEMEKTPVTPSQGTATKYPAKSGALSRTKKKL
An asterisk follows results filed as active; i = inactive; . = not tested or not shown.

SMILES	CHT inh	CHT allo act	STK33 inh
O=C(c1ccccc1)N(c1ccccc1)C1C=CS(=O)(=O)C1 (stereo not given)	i	i	-0.8
COC(=O)c1ccccc1NC(=O)Nc1cc(C)cc(C)n1	i	i	-0.6
O=C(NC12CC3CC(CC(C3)C1)C2)c1cc([N+](=O)[O-])ccc1Cl	i	i	-1.1
Cc1ccc(CNC(=O)/C=C/c2c(Cl)cccc2Cl)cc1	i	i	-0.5
COCCn1nnnc1C(c1cccs1)N1CCN(c2nc3ccccc3s2)CC1 (stereo not given)	i	i	-0.3
COc1cc(OC)c(C(=O)Nc2ccc(S(=O)(=O)Nc3ncccn3)cc2)cc1OC	i	i	0.2
CSc1ccc(CN2CCN(CC=C(C)C)C(CCO)C2)cc1 (stereo not given)	i	i	0.1
Cc1ccc(C)c(N(CC(=O)NC2CCCC2)C(=O)CCC(=O)Nc2nccs2)c1	i	i	0.8
CCN(CCCNC(=O)CCn1c(=O)[nH]c2ccccc2c1=O)c1ccccc1	i	i	-3.3
C=CCn1c(COc2cccc(C)c2C)nnc1SCC(=O)N1CCN(c2ccccc2)CC1	i	i	1.6
COc1ccc(N2CCN(Cc3nc(-c4ccc(Cl)cc4Cl)no3)CC2)cc1	i	i	-1.6
CCCC(=O)NC(=S)Nc1ccccc1N1CCOCC1	i	i	-0.7
O=C(CP(=O)(c1ccccc1)c1ccccc1)Nc1nc2ccc(Cl)cc2s1	i	i	-0.6
CCOC(=O)C1CCN(C(=O)c2ccc3c(=O)n4c(nc3c2)CCCCC4)CC1	i	i	0.5
CC(C)(C)c1ccccc1OCCOCCNCc1ccccc1	i	i	1.0
COc1ccc(C(=O)Nc2nc(C)c3cc4c(cc3n2)OCO4)cc1	i	i	-0.7
CC(C)c1c(C(=O)N/N=C/c2cccnc2)nnn1-c1nonc1N	i	i	-0.9
COC(=O)c1cn(NC(=O)c2ccncc2)c(=O)c2ccccc12	i	i	-0.4
COc1ccc(/C(O)=C/c2nc3ccc(C(=O)NCCc4cccc(C)c4)cc3[nH]c2=O)cc1OC	i	i	-0.1
Cc1cccc(C)c1NC(=O)C(c1cccc([N+](=O)[O-])c1)N(C)C(=O)c1ccccn1 (stereo not given)	i	i	-0.8
O=C(NC1CCCCC1)C1CCN(c2nnnn2-c2ccccc2)CC1	i	i	0.7
Cc1sc(NC(=O)c2ccc3ncsc3c2)c(C(N)=O)c1C	i	i	0.1
CCOc1ccc2cc(C3CC(c4ccco4)=NN3S(C)(=O)=O)c(=O)[nH]c2c1 (stereo not given)	i	i	-2.3
C=CCn1c(=O)/c(=C/c2ccc(F)cc2)s/c1=C(\C#N)c1nnc2n1CCCCC2	i	i	0.0
Cc1occc1C(=O)NNS(=O)(=O)c1ccc(Cl)cc1	-5.4*	i	-0.8
CCC(NC(=O)c1cc(COc2ccc(C)nc2)on1)c1ccc(C)cc1 (stereo not given)	i	i	0.0
COc1ccc(/C=C/C(=O)OCC(=O)Nc2cc(C(N)=O)cc(C(N)=O)c2)cc1	i	i	0.0
Cc1ccc(CNC(=O)C2CCC(=O)N(CCc3ccccc3)C2)s1 (stereo not given)	i	i	-2.0
Clc1cccc(OCc2nc(-c3ccncc3)no2)c1	i	i	.
O=S(=O)(Nc1nc2ccccc2nc1Nc1cccc(S(=O)(=O)N2CCCCC2)c1)c1ccccc1	-7.4*	i	-0.1
O=c1c2c(-c3ccc([N+](=O)[O-])cc3)ccnc2[nH]n1-c1ccccc1	i	i	0.3
CCN1CCN(CC(=O)Nc2sc3c(c2C#N)CCC3)CC1	i	i	-1.4
N#Cc1cccc(CN2CCC(=O)N([C@H](CO)c3ccccc3)CC2)c1	i	i	-1.0
O=C(NNC1CC(=O)N(c2ccc(Cl)cc2)C1=O)c1ccccc1Cl (stereo not given)	i	i	0.3
COc1cc(/C=N/Nc2nc3ccccc3s2)cc([N+](=O)[O-])c1O	i	i	-0.8
Cc1cccc(CCNS(=O)(=O)c2ccc3c(c2)CCN3C(=O)CCC(=O)O)c1	i	i	1.2
O=c1c2ccc(Cl)cc2[nH]c(=S)n1Cc1cccnc1	i	i	-0.1
CC(C(=O)N1CCN(C=O)CC1)N1C(=O)c2ccccc2C1=O (stereo not given)	i	i	1.8
Cc1cc(=O)oc2cc(NC(=O)c3cc([N+](=O)[O-])ccc3N3CCOCC3)ccc12	i	i	0.8
C=CCNC(=O)Nc1ccc(OCC)cc1	i	i	-0.2
COC(=O)c1cc(Cn2nc(C(=O)O)c3ccccc3c2=O)oc1C	i	i	-0.6
COc1ccc(NC(=O)Nc2cnccn2)c(OC)c1	i	i	-0.3
O=C(NC1CCN(Cc2ccccc2)CC1)C1CCCN(c2nnc(-n3cccc3)s2)C1 (stereo not given)	i	i	-0.2
Cc1onc(C(=O)N2CCN(c3ccccc3F)CC2)c1-c1ccccc1Cl	i	i	-1.7
COc1ccc(/C=N/NC(=O)c2ccco2)cc1COc1ccc(F)cc1	i	i	0.3
O=C(NCc1ccc(F)cc1)c1ccc(S(=O)(=O)Nc2cccc(C(F)(F)F)c2)cc1	i	i	-2.0
CCSc1cc(C2C(C#N)=C(N)OC(C)=C2C(=O)OC)c(C)o1 (stereo not given)	i	i	-0.3
COc1ccc(N2CCN(Cc3cc(=O)c(OCC(=O)Nc4ccccc4)co3)CC2)cc1	i	i	-1.9
Cc1ccc(/C=N/NC(=S)NC2CCS(=O)(=O)C2)cc1 (stereo not given)	i	i	-0.2
c1cnc2c(c1)ccc1cccnc12	i	6.6*	-0.5

An excerpt of these results, in markdown.
| SMILES | CHT inh | CHT allo act | STK33 inh |
| --- | --- | --- | --- |
| COC(=O)c1cc(Cn2nc(C(=O)O)c3ccccc3c2=O)oc1C | i | i | -0.6 |
| COc1ccc(NC(=O)Nc2cnccn2)c(OC)c1 | i | i | -0.3 |
| O=C(NC1CCN(Cc2ccccc2)CC1)C1CCCN(c2nnc(-n3cccc3)s2)C1 (stereo not given) | i | i | -0.2 |
| Cc1onc(C(=O)N2CCN(c3ccccc3F)CC2)c1-c1ccccc1Cl | i | i | -1.7 |
| COc1ccc(/C=N/NC(=O)c2ccco2)cc1COc1ccc(F)cc1 | i | i | 0.3 |
| O=C(NCc1ccc(F)cc1)c1ccc(S(=O)(=O)Nc2cccc(C(F)(F)F)c2)cc1 | i | i | -2.0 |

Following part
SMILES	CHT inh	CHT allo act	STK33 inh
Cc1ccc(S(=O)(=O)Oc2ccc(C)cc2/C=N/N=C2\NC(=O)C(C)S2)cc1 (stereo not given)	i	i	-0.5
O=C(CS(=O)(=O)c1ccccc1)Nc1nnc(-c2cccs2)o1	i	i	.
COc1ccc(OC)c2sc(NC(=O)c3ccc(S(=O)(=O)N(C)C)cc3)nc12	i	i	0.3
N=C(N)SCc1ccc(O)c([N+](=O)[O-])c1	i	i	-0.3
CCC12CN3CCN(CC(C3)/C1=N\NC(=O)c1ccc(Cl)cc1)C2	i	i	-1.5
CCCCS(=O)(=O)N1CCCC(C(=O)Oc2ccccc2OC)C1 (stereo not given)	i	i	.
CCS(=O)(=O)N1CCN(S(=O)(=O)c2ccc(Cl)s2)CC1	i	i	-2.4
COc1ccccc1-n1cnnc1SCC(=O)Nc1nc(C)c(Cl)cc1Cl	i	i	-0.3
CCCCNC(=O)N(O)C1N(/N=C/c2ccccc2O)C(=S)SC1(C)C (stereo not given)	i	i	1.2
Cn1c(=O)cc(OCC(=O)Nc2ccccn2)c2ccccc21	i	i	-1.2
CCN(CC)c1ccc(N2C(=O)/C(=C\c3cccs3)SC2=S)cc1	i	i	0.6
c1ccc(CN2CCC3(CCCc4ccccc43)CC2)cc1	i	i	-1.0
COc1ccc(Cl)cc1-n1c(C)cc(C(=O)OCC(=O)N2CC(=O)Nc3ccccc32)c1C	i	i	0.1
CCn1c(NCc2cc(OC)ccc2OC)nc2ccccc21	i	i	-1.9
CC1CCN(C(=O)CCc2nnc3ccc(NCCCN4CCCC4=O)nn23)CC1	i	i	-1.8
COc1ccc(CN2C(=NC(=O)C3CCCO3)SC3CS(=O)(=O)CC32)cc1 (stereo not given)	i	i	1.5
CCOC(=O)c1ccc2c(c1)nc(SCC(=O)N1CCCCC1)n2CC	i	i	1.4
Cc1ccc(-c2noc(CCCN3C(=O)c4ccccc4C3=O)n2)cc1	i	i	-0.1
COc1ccc(NC(=S)Nc2ccccc2C(F)(F)F)cc1	i	i	-0.2
O=C(c1ccc(Cl)cc1)c1cn[nH]c1-c1ccccc1O	i	i	0.7

An excerpt of these results, as a markdown table.
| SMILES | CHT inh | CHT allo act | STK33 inh |
| --- | --- | --- | --- |
| CCN(CC)c1ccc(N2C(=O)/C(=C\c3cccs3)SC2=S)cc1 | i | i | 0.6 |
| c1ccc(CN2CCC3(CCCc4ccccc43)CC2)cc1 | i | i | -1.0 |
| COc1ccc(Cl)cc1-n1c(C)cc(C(=O)OCC(=O)N2CC(=O)Nc3ccccc32)c1C | i | i | 0.1 |

Remaining list, next part:
SMILES	CHT inh	CHT allo act	STK33 inh
O=c1c(Cc2ccccc2)c(O)nc2n1CCCS2	i	i	0.1
NC(=O)CC(NC(=O)Cc1cccc2ccccc12)c1ccc(NCC2CC2)c([N+](=O)[O-])c1 (stereo not given)	i	i	0.0
CCC(=O)c1c[nH]c(C(=O)N2CCOCC2)c1	i	i	-1.5
CCOc1ccc(-c2nnc(SCc3nnc(-c4ccccc4)o3)n2-c2ccccc2F)cc1	i	i	-1.4
Cc1cc(-c2ccc(C)c(S(=O)(=O)NCCCN(Cc3ccccc3)C(C)C)c2)on1	i	i	0.9
Fc1ccc(Nc2c3c(nc4ccccc24)CCC3)cc1	i	i	1.3
O=C(/C=C/c1ccc2c(c1)OCO2)Nc1ccc(Cl)cn1	i	i	-3.5
CCN1C(=O)[C@H]2[C@@H](c3ccc(-c4ccccc4)cc3)N3CCCC[C@@]3(C(=O)OC)[C@H]2C1=O	i	i	-0.7
Cn1cc(CCNC(=O)C2CCC(=O)N(CCc3ccc(Cl)cc3)C2)cn1 (stereo not given)	i	i	-2.0
C=CCn1c(=O)/c(=C2/Sc3cc(OC)ccc3N2C)s/c1=C1\C(=O)N(CC)C(=S)N1C	i	i	0.9
COc1ccc(C)cc1NC(=O)CCN1CCN(c2ccccc2)CC1	i	i	0.6
COc1ccc(NC(=O)c2cc([N+](=O)[O-])ccc2NC(=O)CNCc2ccccn2)c(OC)c1	i	i	-0.3
CCC(C)C(=O)N1CCc2cc(-c3csc(N)n3)ccc21 (stereo not given)	i	i	-1.6
CC(=O)c1ccc(OCC(=O)Nc2ccccc2C(=O)NC2CC2)cc1	i	i	0.7
O=C(N/N=C/c1cccn1-c1ccc(O)cc1)c1cccc2ccccc12	i	i	-1.8
CCOc1ccc(NC(=O)N(CC(C)C)CC(C)C)cc1	i	i	0.7
CN1CCN(c2nnc(-c3ccc(Cl)cc3)c3ccccc23)CC1	i	i	0.6
COc1cc(S(=O)(=O)n2cnc(C)c2)ccc1Br	i	i	-1.0
CCCn1nc([N+](=O)[O-])c(C(C#N)c2nc3ccccc3s2)c(Cl)c1=O (stereo not given)	-14*	i	0.2
O=C(CN1CCCCCC1)Nc1cc(C(F)(F)F)ccc1Cl	i	i	-1.3
COC(=O)C1=NN(c2ccccc2)C2(S1)S/C(=C\c1ccccc1)C(=O)N2c1ccccc1 (stereo not given)	i	i	2.5
CCCCCCCCC/C(=N\O)c1ccccn1	i	i	-1.6
O=C(NCCc1ccccc1F)C(=O)Nc1nccs1	i	i	-0.6
Cc1ccc2c(c1)N=C(c1ccc(F)cc1)CO2	i	i	-0.5
Cc1ccc(C(=O)COC(=O)CCN2C(=O)C3C4CC(C(Br)C4Br)C3C2=O)cc1 (stereo not given)	i	i	-1.3
O=C(CSc1nccc(-c2cccs2)n1)Nc1ccc(F)c(Cl)c1	i	i	-1.7
O=C(CSc1n[nH]c(=O)[nH]c1=O)Nc1ccc(C(=O)O)cc1	i	i	-0.6
O=C1CC(c2cccc([N+](=O)[O-])c2)c2ccc3ccccc3c2N1 (stereo not given)	i	i	-0.2
COc1ccc(S(=O)(=O)N2CCC(N3CCN(c4ccccc4)CC3)CC2)cc1	i	i	2.1
COc1ccccc1Oc1ccc2c(c1)C(=O)N(CC(=O)O)C2=O	i	i	-0.6
Cc1ccc(/C=C/C(=O)NCc2ccco2)o1	i	i	1.8
Cc1ccc(CNC(=O)NCc2ccccc2)cc1	i	i	-0.9
Cc1ccc(NC(=O)Nc2cccc(C)n2)cc1	i	i	-0.9
Cc1ccc(NC(=O)c2cc(-c3ccco3)on2)cc1C	i	i	-0.5
CC1=Nc2ccccc2/C1=C/c1sc(=O)n(CC(=O)N2CCCC2)c1O	i	i	-1.0
O=C(Nc1cccc(Cl)c1Cl)c1ccncc1	i	i	-0.4
COc1ccc(N2C(=O)c3ccccc3C2=O)cc1	i	i	-1.1
COc1ccc(/C(O)=C2\C(=O)C(=O)N(Cc3ccco3)C2c2cc(OC)ccc2OC)cc1 (stereo not given)	i	i	0.7
O=S(=O)(c1ccc2[nH]ccc2c1)N1CCCCCC1	i	i	0.3
Cc1ccc(C)c(OCC(=O)NNC(=O)CSC(=S)N2CCCC2)c1	i	i	-1.0
COc1cccc(-c2nc(N3CCCC3)c3ccccc3n2)c1O	i	i	-2.5
Clc1ccccc1-c1nn2c(Cn3cnc4ccccc43)nnc2s1	i	i	0.3
COc1ccc(CNc2cc(C)nc3ccc(OC)cc23)cc1	i	i	-0.7

Quoted at random: 5 entries already listed, in no set order.
SMILES	CHT inh	CHT allo act	STK33 inh
COC(=O)c1ccccc1NC(=O)Nc1cc(C)cc(C)n1	i	i	-0.6
O=C(c1ccc(Cl)cc1)c1cn[nH]c1-c1ccccc1O	i	i	0.7
CCCn1nc([N+](=O)[O-])c(C(C#N)c2nc3ccccc3s2)c(Cl)c1=O (stereo not given)	-14*	i	0.2
Cc1ccc(/C=N/NC(=S)NC2CCS(=O)(=O)C2)cc1 (stereo not given)	i	i	-0.2
COc1ccc(CNc2cc(C)nc3ccc(OC)cc23)cc1	i	i	-0.7

This is a random part of the collection (roughly 1.5% active in at least one column).
